High-throughput results from PubChem.
D1 antag: Antagonist of Human D 1 Dopamine Receptor: qHTS; D(1A) dopamine receptor (Homo sapiens), P21728; HEK293 TREx D1 cells, calcium flux, dopamine EC80; hits give low values; activity change, negative = inhibition, % at 10 µM; 3.2% of 360,000 active; in the data active means activity change below about -30%; further: on the % scale 0 is the no-effect control and ±100 the full control effect
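Cells carrying a force-coupled, tetracycline-inducible human D1 receptor report calcium flux. Each well gets a 10 s baseline, compound with 180 s monitoring, then an EC80 dopamine stimulus with a second 180 s kinetic read.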
D2 potentiator: HTS Assay for Positive Allosteric Modulators of the Human D2 Dopamine Receptor: Primary Screen for Potentiators. D(2) dopamine receptor (Homo sapiens), P14416. HEK293 T-REx D2, calcium flux, EC20 dopamine potentiation. potentiation, % at 10 µM. 0.34% of 340,000 active;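 active means potentiation over 3 SD above the plate norm, cut at about 30% in these data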; further: 0% is about no effect
Target sequence (P14416 whole entry, looked up): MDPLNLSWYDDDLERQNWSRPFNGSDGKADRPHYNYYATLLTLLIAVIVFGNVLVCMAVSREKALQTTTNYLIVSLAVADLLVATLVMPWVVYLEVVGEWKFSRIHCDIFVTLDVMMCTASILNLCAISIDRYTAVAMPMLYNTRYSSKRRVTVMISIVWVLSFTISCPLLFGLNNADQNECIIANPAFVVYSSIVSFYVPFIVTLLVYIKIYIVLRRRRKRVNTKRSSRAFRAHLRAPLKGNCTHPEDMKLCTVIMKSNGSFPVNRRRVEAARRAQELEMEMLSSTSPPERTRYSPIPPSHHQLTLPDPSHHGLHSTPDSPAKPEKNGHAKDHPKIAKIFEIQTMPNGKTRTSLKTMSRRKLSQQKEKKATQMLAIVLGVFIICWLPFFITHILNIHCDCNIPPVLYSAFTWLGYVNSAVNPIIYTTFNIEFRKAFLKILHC
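Using a no-wash calcium dye in inducible, force-coupled HEK293 Trex cells expressing D2, we tracked fluorescence each second for 180 s after compound, then for 180 s after EC20 dopamine to detect augmented signalling.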
RXFP1 ag: qHTS Assay for Agonists of the Relaxin Receptor RXFP1; Potency, µM (doses to about 57.5 µM), for the others: at the highest dose activation, most hits filed as activators; AID 2676, 2010; HEK293T-RXFP1 cAMP TR-FRET, 30 min; response scale: percent of porcine relaxin response, buffer zero; 0.3% of 370,000 active; further: potency means the concentration at half of the fitted maximal effect; on the % scale 0 is the no-effect control and ±100 the full control effect; nearly all actives have a fitted effect of over 60% in size; many of its hits are not listed in these tables
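HEK293T cells stably expressing RXFP1 were pretreated with the PDE4 inhibitor Ro 20174, exposed to compounds for 30 min at 37C, lysed, and cAMP was read by TR-FRET. Data normalized to buffer (basal) and 29 nM porcine relaxin (100%).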
D1 agonist: Allosteric Agonists of the Human D1 Dopamine Receptor: qHTS; activation, % at 2 µM; 1% of 360,000 active; HEK293 T-REx D1 cells, calcium flux, agonist mode; in the data active means activation above about 30%; further: 0% is about no effect
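Agonism was scored from calcium flux recorded over 180 s (1 read/s) after pintool compound addition, following a 10-cycle baseline. Cells were inducible force-coupled HEK293 TREx D1, plated overnight at 30 C and loaded with no-wash calcium dye.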
Vif-APOBEC3F blk: qHTS for Inhibitors of Vif-A3F Interactions: qHTS | HeLa A3F-eYFP + Vif (tagged APOBEC3F with the HIV-1 protein that degrades it), YFP fluorescence increase | Potency, µM (top dose mostly 46.1 µM), inactives show at the highest dose activity, negative = active | 0.2% of 390,000 active; further: potency means the concentration at half of the fitted maximal effect; % of control where 0% means no effect; nearly all actives have a fitted effect of over 65% in size
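Fluorescence increase (Ex 488/Em 500-530) after overnight compound treatment at 37 deg C flags inhibition of Vif-driven A3F-eYFP loss in stable HeLa A3F-eYFP/Vif cells seeded overnight beforehand.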
Glioma ERSR ind: qHTS for Inducers of the Endoplasmic Reticulum Stress Response (ERSR) in Human Glioma: qHTS. U87-MG GRP78 promoter luciferase reporter, 16 h. 0.02% of 420,000 active. Potency, µM, for the others: top-dose activation, actives largely listed as activators. AID 602332, 2012; further: potency means the concentration at half of the fitted maximal effect; series mostly up to about 76 µM; % of control where 0% means no effect; nearly all actives have a fitted effect of over 35% in size
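Stably transfected U87-MG glioma cells carrying a GRP78-based luciferase sensor; 16 h compound incubation. Luminescence end-point read 10 min after Bright-Glo addition at room temperature.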
Vif-A3G inh: qHTS for Inhibitors of Vif-A3G Interactions: qHTS; DNA dC->dU-editing enzyme APOBEC-3G (Homo sapiens), Q9HC16; HeLa A3G-eYFP + Vif (tagged APOBEC3G with the HIV-1 protein that degrades it), YFP fluorescence, overnight; Potency, µM (top dose mostly 46.1 µM), inactives show top-dose activity, negative = active, most hits filed as inhibitors; 0.076% of 410,000 active; AID 602310, 2012;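 further: potency means the concentration at half of the fitted maximal effect; on the % scale 0 is the no-effect control and ±100 the full control effect; nearly all actives have a fitted effect of over 60% in size; hits raise eYFP signal because A3G escapes Vif-driven loss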
Target sequence (Q9HC16 whole entry, looked up): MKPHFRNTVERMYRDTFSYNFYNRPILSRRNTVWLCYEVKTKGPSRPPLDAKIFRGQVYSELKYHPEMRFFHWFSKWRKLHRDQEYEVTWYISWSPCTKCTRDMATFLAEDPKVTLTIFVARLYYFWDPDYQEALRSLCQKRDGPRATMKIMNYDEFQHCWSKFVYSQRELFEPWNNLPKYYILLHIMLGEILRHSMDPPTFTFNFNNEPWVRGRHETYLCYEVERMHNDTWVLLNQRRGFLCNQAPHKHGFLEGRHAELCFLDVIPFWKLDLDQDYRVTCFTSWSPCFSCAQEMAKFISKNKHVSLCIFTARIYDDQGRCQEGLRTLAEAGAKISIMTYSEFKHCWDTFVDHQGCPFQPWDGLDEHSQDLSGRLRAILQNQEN
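Read-out is eYFP fluorescence (Ex 488/Em 500-530) from Vif-expressing HeLa A3G-eYFP cells; more signal means A3G escaped Vif-mediated degradation. Cells plated overnight, compound pinned in, incubated overnight at 37 deg C.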
D1 PAM: Potentiators of Human D1 Dopamine Receptor: qHTS | D(1A) dopamine receptor (Homo sapiens), P21728 | HEK293 TREx D1 cells, calcium flux, dopamine EC20 potentiation | potentiation, % at 10 µM | 0.036% of 360,000 active; in the data active means potentiation above about 30%; further: 0% is about no effect
RXFP1 antag: qHTS Assay for Antagonists of the Relaxin Receptor RXFP1; 0.59% of 350,000 active; activity change, negative = inhibition, % at 57.5 µM; HEK293-RXFP1, relaxin-stimulated cAMP HTRF, 30 min; hits give low values;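 active means activity change of -60% or lower, but not beyond a set lower limit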; further: on the % scale 0 is the no-effect control and ±100 the full control effect
* = called active by the depositor; . = no result given; & = joins results of further samples. Unless noted, the call rests on the fitted dose curve; in most records, active means well fitted curve in the direction sought with a large enough effect; inconclusive means small, poorly fitted or top-dose-only effect, or another doubt; inactive means no such curve, though single readings can be large; an effect the other way counts as inactive or inconclusive.

The opening 6 records, to show the layout:
SMILES	D1 antag	D2 potentiator	RXFP1 ag	D1 agonist	Vif-APOBEC3F blk	Glioma ERSR ind	Vif-A3G inh	D1 PAM	RXFP1 antag
O=S(=O)(Nc1ccccn1)c1ccc(Oc2ccccc2)cc1	-28	3	1.4%	11	8%	-3%	0%	-3	-1
O=C(NCC1CCCO1)c1ccc2[nH]c3c(c2c1)CCCC3 (centres undefined)	8	3	-1.1%	1	8%	1%	-1%	3	-5
COCCNC(=O)C(=O)NCC1OCCN1C(=O)c1ccc(Cl)cc1 (centres undefined)	11	1	0.0%	-1	-6%	-4%	-2%	-5	5
CNc1ccc(C(=O)c2ccccc2C(=O)O)cc1[N+](=O)[O-]	5	7	0.3%	3	-16%	-3%	-6%	4	-10
O=C(NCCc1ccccc1)C1CCC(CNS(=O)(=O)c2ccc(F)cc2)CC1 (centres undefined)	4	6	2.9%	11	-4%	2%	-6%	2	6
CCOC(=O)CNC(=O)CSc1nnnn1-c1cc(C)ccc1C	-1	3	1.2%	1	-3%	-1%	-1%	-3	-9

Main list, from the first entry:
SMILES	D1 antag	D2 potentiator	RXFP1 ag	D1 agonist	Vif-APOBEC3F blk	Glioma ERSR ind	Vif-A3G inh	D1 PAM	RXFP1 antag
O=S(=O)(Nc1ccccn1)c1ccc(Oc2ccccc2)cc1	-28	3	1.4%	11	8%	-3%	0%	-3	-1
O=C(NCC1CCCO1)c1ccc2[nH]c3c(c2c1)CCCC3 (centres undefined)	8	3	-1.1%	1	8%	1%	-1%	3	-5
COCCNC(=O)C(=O)NCC1OCCN1C(=O)c1ccc(Cl)cc1 (centres undefined)	11	1	0.0%	-1	-6%	-4%	-2%	-5	5
CNc1ccc(C(=O)c2ccccc2C(=O)O)cc1[N+](=O)[O-]	5	7	0.3%	3	-16%	-3%	-6%	4	-10
O=C(NCCc1ccccc1)C1CCC(CNS(=O)(=O)c2ccc(F)cc2)CC1 (centres undefined)	4	6	2.9%	11	-4%	2%	-6%	2	6
CCOC(=O)CNC(=O)CSc1nnnn1-c1cc(C)ccc1C	-1	3	1.2%	1	-3%	-1%	-1%	-3	-9
O=C(C[C@H]1C(=O)N(Cc2ccccc2)C[C@@H]1Cc1ccccc1)Nc1ccccc1	15	-1	3.0%	6	-1%	-3%&-5%	3%&0%	-10	.
O=C(c1ccc(F)cc1)c1cc2ccc(O)cc2oc1=O	1	3	0.4%	4	0%	-1%	3%	3	-11
O=C(NCCOc1cccc(Oc2ccccc2)c1)c1cc(-n2cnnc2)ccc1Cl	-18	6	2.4%	2	-2%	-3%	0%	-4	20
COc1ccc(OCc2nc3c4c(-c5ccc(OC)cc5)c(-c5ccc(OC)cc5)oc4ncn3n2)cc1	0	-3	-3.1%	2	0%	0%	-1%	1	.
COc1ccc(Br)cc1CNC(=O)c1cc2ccccn2n1	11	0	12%	1	-5%	-2%	-7%	1	-8
Cn1c(CC(=O)Nc2ccc(Cl)c(Cl)c2)nnc1SCC(=O)NCc1ccccc1	4	7	1.1%	3	13%	-3%	0%	16	4
CCOc1ccc(NC(=O)Cn2cc(C(=O)c3ccc(C)c(C)c3)c(=O)c3cc4c(cc32)OCCO4)cc1	2	2	1.3%	0	-9%	-3%	4%	-1	.
COc1ccc(OCC(=O)Nc2ccc(N3CCCCC3)cc2)cc1	3	-4	-0.8%	1	2%	1%	7%	-1	-11
COc1ccccc1-n1cnnc1SCC(=O)Nc1nc(C)c(Cl)cc1Cl	8	8	-0.7%	2	1%	-4%	-1%	-3	2
CCCNC(=O)c1nnsc1S(=O)c1ccc(Cl)cc1 (centres undefined)	20	9	1.0%	2	10%	-12%	-6%	-1	-71*
O=C(Nc1ccc2c(c1)OCCO2)c1ccccn1	4	-1	0.7%	2	-3%	1%	-3%	-3	-9
Cc1csc(C2=C(O)CN(c3ccc4c(c3)OCCOCCOCCOCCO4)C2=N)n1	6	1	-3.7%	0	-4%	-1%	-1%	-8	1
Cc1nc(C(=O)Nc2cccc(Cl)c2Cl)nn1-c1cc(OC(C)C)c(Cl)cc1Cl	.	.	-1.0%	.	-2%	-4%	0%	.	4
Cc1ccc(SCC(=O)NC2CCS(=O)(=O)C2)cc1C (centres undefined)	-10	-5	-0.2%	0	-4%	1%	0%	-6	5
CCC(=O)N1c2ccccc2CC1C(=O)NCCCN1CCN(c2ccccc2)CC1 (centres undefined)	-6	-37	1.5%	-1	-2%	4%	4%	-1	-17
CC(=O)Nc1ccc(NC(=O)C(C)OC(=O)c2cccc(S(=O)(=O)N3CCCCC3)c2)cc1 (centres undefined)	1	1	-2.4%	0	1%	-3%	0%	7	-12
CCOC(=O)c1nc(Nc2cc(C)cc(C)c2)c2ccccc2n1	-23	0	0.5%	8	1%	-1%	-4%	0	-31
CC(=O)Nc1ccc(NC(=O)CSc2ncc(C(=O)Nc3ccccc3)c(=O)n2C)cc1	-28	5	-0.5%	6	1%	0%	2%	-3	-19
O=C(CCNS(=O)(=O)c1cccs1)NCc1cccs1	77	12	0.7%	6	-2%	0%	3%	-8	1
COc1ccc(C)cc1NC(=O)c1cc(S(=O)(=O)N2CCC(C)CC2)ccc1F	-6	13	2.7%	-4	1%	0%	-1%	1	-4
Cc1ccc(C(=O)Nc2cc(Cl)ccc2-n2cncn2)s1	-11	5	-1.4%	0	-13%	-2%	-1%	-8	2
O=C(CN1C(=O)CCc2cc(Br)ccc21)Nc1ccc(OC(F)(F)F)cc1	3	11	0.0%	1	-5%	-3%	-1%	0	.
COc1cc(C=O)ccc1OS(=O)(=O)c1ccccc1[N+](=O)[O-]	-6	1	-1.1%	1	10%	6%	0%	-10	-29
C=CCC(C(=O)OC)(C(=O)OC)c1ccc(C(F)(F)F)cc1[N+](=O)[O-]	-12	6	-0.5%	2	-1%	2%	1%	-4	-1
COCCN(Cc1cn(C)nc1-c1ccc(Oc2ccccc2)cc1)C(C)C	-8	0	0.6%	1	-1%	-2%	-2%	-1	-5
Nc1nc(NCc2ccccc2)nc(NCc2ccccc2)c1[N+](=O)[O-]	33	10	0.9%	2	5%	-3%	1%	4	.
CC1CCCCC12NC(=O)N(CC(=O)NCCc1ccccc1)C2=O (centres undefined)	.	.	.	.	-2%	-6%	0%	.	12
CC1CCCCN1C(=S)Nc1ccc(OC(F)F)cc1 (centres undefined)	27	3	2.3%	14	2%	0%	0%	3	-5
O=C(NCc1cccnc1)C(=O)NCC(c1ccco1)N1CCN(c2ccccc2)CC1 (centres undefined)	-3	-8	-2.4%	10	-31%	-2%	1%	5	.
CCCCN1CC(=O)N2[C@H]3c4ccccc4OC[C@@H]3[C@H](c3ccccc3)[C@]2(C)C1=O	.	-11	2.1%	-3	1%	-3%	1%	-2	.
Cc1ccc(CN2C(=O)CSC2c2cccnc2)cc1 (centres undefined)	6	-4	0.9%	1	-4%	1%	1%	5	-12
Cc1nc(Nc2nc3c(c(=O)[nH]2)CCC3)nc2ccccc12	.	.	.	.	-6%	3%	-3%	.	-9
CCOC(=O)C1CCCN(S(=O)(=O)Cc2ccc(Cl)cc2)C1 (centres undefined)	-18	4	0.1%	3	-1%	0%	-4%	-5	-8
COc1ccc(Cl)cc1N1C(=O)CC(Sc2ccccc2N)C1=O (centres undefined)	6	-13	0.0%	3	2%	-3%	-1%	-1	-5
C=CCSc1nc(-c2ccccc2)c2cc(Cl)ccc2n1	4	3	1.8%	6	-3%	-4%	0%	3	-7
CCC(C)(C)C1CCc2[nH]nc(C(=O)NC3CCCC3)c2C1 (centres undefined)	7	-2	-0.4%	5	-11%	2%	-5%	0	.
Cc1csc2nc(-c3ccc(NS(=O)(=O)c4cc(F)ccc4F)cc3)cn12	4	9	0.9%	1	1%	-2%	-1%	0	.
Cc1ccc(C)c(N2CCN(C(=O)CCCn3ncn4c(cc5occc54)c3=O)CC2)c1	3&6	8&17	0.9%&1.8%	1&10	2%&1%	-6%&-2%	2%&2%	-3&-4	-10
CCCc1nnc(SCC(=O)Nc2ccc(Cl)cc2Cl)o1	5	-24	-1.3%	3	-7%	3%	3%	-2	-5
COc1ccc(NC(=O)C2CCN(S(=O)(=O)c3ccc(OC)c(OC)c3)CC2)cc1	2	3	2.3%	0	0%	-1%	-1%	-2	8
FC(F)(F)c1ccc(Oc2ccc3ccccc3c2Br)nc1	4	18	0.6%	8	-24%	2%	-7%	4	-7

Entries of single compounds as entered above. Order of values: D1 antag | D2 potentiator | RXFP1 ag | D1 agonist | Vif-APOBEC3F blk | Glioma ERSR ind | Vif-A3G inh | D1 PAM | RXFP1 antag
Entry for `COc1ccc(Cl)cc1N1C(=O)CC(Sc2ccccc2N)C1=O` (centres undefined) : 6 | -13 | 0.0% | 3 | 2% | -3% | -1% | -1 | -5
Entry for `COc1ccc(NC(=O)C2CCN(S(=O)(=O)c3ccc(OC)c(OC)c3)CC2)cc1` : 2 | 3 | 2.3% | 0 | 0% | -1% | -1% | -2 | 8

Some of the compounds tested; rates above refer to the full screens.
